PAX8 inh HTS: inhibitors of PAX8 transcriptional activity in RMG-I cells | RMG-I TPO-luciferase reporter, SteadyGlo, 24 h | inhibition, % at 12.6 µM | 360,000 tested, 1.2% active;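 active = mean replicate inhibition at least 60% with every replicate also reaching 60%; inconclusive = only one of the two criteria is met; inactive = mean below 60% and not all replicates reaching 60%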;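 note: luciferase light reporting Pax8 driven TPO promoter activity; plate controls were median of neutral control wells for no effect and mitoxantrone controls for full effect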
Casp6 inh: blocks human caspase-6 cleavage activity. purified caspase-6, Z-VEID-R110 cleavage fluorescence. 350,000 tested, 0.53% active. P55212. inhibition, % at 12.5 µM;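 active = mean inhibition across replicates at least about 35%, with every replicate also reaching that limit, limit read from the data; inconclusive = only one of the two criteria met; inactive = neither criterion met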;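 note: 0% = median of neutral control wells and 100% = no fluorescence left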
Target sequence (P55212 24-179 limits assumed): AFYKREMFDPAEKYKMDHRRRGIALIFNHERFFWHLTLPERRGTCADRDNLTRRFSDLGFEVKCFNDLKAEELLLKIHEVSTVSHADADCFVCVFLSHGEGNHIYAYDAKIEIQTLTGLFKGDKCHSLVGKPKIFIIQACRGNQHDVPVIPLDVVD
Target sequence (P55212 194-293 limits assumed): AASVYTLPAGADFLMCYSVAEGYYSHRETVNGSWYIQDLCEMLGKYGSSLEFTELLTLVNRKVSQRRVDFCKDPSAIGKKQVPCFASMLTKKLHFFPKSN
ARNT-TACC3 inh: ARNT/TACC3 interaction disruption | Q9Y6A5 | AlphaScreen His-ARNT PAS-B/GST-TACC3 binding, luminescence; TACC3 fragment carries E629A point mutation | inhibition, % at 9.99 µM | 390,000 tested, 0.66% active;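 active = mean inhibition of replicates at least 50% and at least half of replicates each reaching 50%; inconclusive = half or more replicates reach 50% but mean below 50%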;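 note: 0% = complete ARNT plus TACC3 wells and 100% = ARNT alone without TACC3; many hits fall short of the cut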
SIRT5 block: sirtuin-5 (human) deacylase inhibition | Purified SirT5, succinyl-peptide AMC, trypsin-coupled fluorescence | inhibition, % at 15 µM | Q9NXA8 | 330,000 tested, 1.1% active; in the data active = inhibition above about 15%; inconclusive = no clear call, values can overlap the other calls
Target sequence (Q9NXA8 whole entry, looked up): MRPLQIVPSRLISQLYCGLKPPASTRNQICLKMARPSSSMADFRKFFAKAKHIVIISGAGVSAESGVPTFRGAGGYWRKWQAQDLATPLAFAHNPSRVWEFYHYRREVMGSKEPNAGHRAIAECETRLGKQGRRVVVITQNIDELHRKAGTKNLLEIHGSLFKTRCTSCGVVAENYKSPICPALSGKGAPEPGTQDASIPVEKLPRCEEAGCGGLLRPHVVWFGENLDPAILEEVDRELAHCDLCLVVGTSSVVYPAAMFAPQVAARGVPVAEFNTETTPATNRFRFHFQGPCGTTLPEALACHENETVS
EWS-Fli block: inhibitors of EWS/Fli oncoprotein transcriptional activity. 350,000 tested, 0.67% active. A673 NR0B1-luciferase reporter, viability-normalised. inhibition, % at 12.6 µM;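 active = mean inhibition of at least 50% after viability correction, with every replicate also passing that limit; inconclusive = mean reaches 50% but only one of two replicates passes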;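 note: firefly luciferase signal divided by Alamar Blue viability fluorescence both relative to DMSO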
DENV2 CPE: DENV2-induced cell death inhibition; DENV2-infected cells, cytopathic effect rescue, plate reader; CPE inhibition, % at 9.99 µM; 350,000 tested, 1.7% active; AID 651640; in the data active = CPE inhibition above about 20%, passing the limit was not always enough; inconclusive = no clear call, values can overlap the other calls; tested in BHK-21 cells;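 note: 0% = median of neutral control wells and 100% = median of positive control wells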
LGR2 antag: blocks bursicon-induced cAMP signaling via Drosophila LGR2. HEK293 LGR2, CRE-luciferase, bursicon-stimulated, 4 h. inhibition, % at 9.99 µM. 380,000 tested, 0.35% active;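 active = drop in luminescence signal, shown as inhibition above about 50% in the replicate tests, limit read from the data, passing the limit was not always enough; inconclusive = probably only some replicates passing the limit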;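 note: agonist challenge used bursicon conditioned medium at about half maximal strength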
Active calls of the source: *; ? = inconclusive; . = no result given.

SMILES | PAX8 inh HTS | Casp6 inh | ARNT-TACC3 inh | SIRT5 block | EWS-Fli block | DENV2 CPE | LGR2 antag
CCOC(=O)N1CCN(c2cc(=O)n(C)c(=O)n2C)CC1 | -3 | -2 | -5 | -3 | -10 | 20 | -3
COC(=O)NCCc1cc(OC)c(OC)cc1S(=O)(=O)N1CC(=O)Nc2ccccc21 | 17 | -1 | 0 | -5 | 8 | 1 | 17
CN1CCN(/N=C/c2ccc(-c3ccc([N+](=O)[O-])cc3)o2)CC1 | -49 | 19 | 4 | -2 | -102 | -1 | -45
O=Cc1cn(CCC(=O)O)nc1-c1cccc(Cl)c1 | 9 | 0 | -5 | 2 | -4 | 0 | -13
C[C@@H]1CN([C@@H](C)CO)S(=O)(=O)c2ccc(C3=CCCC3)cc2O[C@@H]1CN(C)Cc1cccc(C(=O)O)c1 | 15 | 0 | 0 | 5 | -12 | -8 | -20
CN1CCC(CNC(=O)Nc2csc3ccccc23)CC1 | 29 | -1 | -5 | -4 | 2 | -3 | .
COc1cc2c(cc1OC)CN(C(=O)CCNS(=O)(=O)c1ccccc1F)CC2 | -1 | 0 | 6 | -5 | 7 | 5 | -5
CCCCCCSc1cccc(-c2nc3ccc(C)cn3c2NC2CCCCC2)c1 | -2 | 1 | 3 | . | 5 | -6 | 8
CCc1noc(C)c1C(=O)Nc1nc(-c2cccs2)cs1 | -48 | 2 | -1 | 15* | -48 | -6 | -36
S=C(NCC1(c2ccccc2)CCCC1)Nc1ccccc1 | 8 | -2 | -22 | -6 | 24 | -2 | 18
O=C(Nc1cccc(S(=O)(=O)c2cccc(NC(=O)C3CC3)c2)c1)C1CC1 | . | 0 | -4 | -9 | 8 | 17 | -3
Cc1ccc(S(=O)(=O)c2nnn3c2nc(N2CCC(C(N)=O)CC2)c2ccccc23)cc1 | 2 | 8 | 10 | 0 | -39 | 2 | 26
Cc1ccc(S(=O)(=O)Nc2ccc3c(c2)C(=O)N([C@@H](C)CO)C[C@@H](C)[C@@H](CN(C)Cc2ccc(C(F)(F)F)cc2)OCCCC[C@H](C)O3)cc1 | 87* | -3 | 5 | -4 | 28 | -6 | 25
CCc1nnc2n1N=C(c1ccc(Cl)cc1Cl)CS2 | 8 | 1 | -4 | -4 | 10 | 2 | -2
COc1ccc(NC(=O)Nc2ccc3c(c2)CC(=O)N([C@H](C)CO)C[C@@H](C)[C@@H](CN(C)S(=O)(=O)c2ccccc2)O3)cc1 | . | -1 | . | 3 | -9 | ? | -16
O=C(Oc1nsnc1N1CCOCC1)N1CCCC1 | . | -1 | -11 | 1 | . | . | -7
COc1ccccc1NS(=O)(=O)c1cccc(C(=O)NCc2ccco2)c1 | 4 | -1 | -1 | -9 | -4 | 3 | 12
Cc1ccc(-n2c(SCc3cc(=O)n4ccsc4n3)nnc2-c2cccnc2)c(C)c1 | . | . | 6 | 1 | -6 | 1 | -4
CCC(=O)Nc1ccc2c(c1)OC[C@@H](C)N(C(=O)c1ccccc1F)C[C@@H](C)[C@H](OC)CN(C)C2=O | -3 | 0 | -4 | -4 | -1 | 0 | -17
COCC#Cc1ccc2c(c1)O[C@H](CN(C)Cc1ccc3c(c1)OCO3)[C@@H](C)CN([C@H](C)CO)S2(=O)=O | 14 | 2 | 8 | 4 | 17 | 0 | -13
COc1ccc(NC(=O)N(C)C[C@H]2OCCCC[C@H](C)Oc3ccc(NC(=O)C4CCCCC4)cc3C(=O)N([C@H](C)CO)C[C@@H]2C)cc1 | . | 2 | -3 | 2 | 2 | -5 | 13
Cc1ccccc1C(=O)N[C@H](C(=O)Nc1ccc(Cl)c(Cl)c1)C(C)C | 4 | -1 | 3 | -3 | 0 | 12 | -7
CC(C)NC(=O)Nc1ccc2c(c1)C(=O)N([C@@H](C)CO)C[C@H](C)[C@@H](CN(C)C(=O)c1ccccc1)OCCCC[C@@H](C)O2 | 1 | 2 | 1 | -3 | -2 | 9 | -9
C[C@@H]1CN([C@@H](C)CO)C(=O)c2cc(C#Cc3ccccn3)cnc2O[C@@H]1CN(C)CC1CCCC1 | -3 | . | . | . | -4 | . | -14
COc1ccccc1CNCc1ccc(C)cc1 | -5 | 0 | -3 | 8 | -5 | 3 | 3

2 of the compounds above, as comma-separated lines:
Compound,PAX8 inh HTS,Casp6 inh,ARNT-TACC3 inh,SIRT5 block,EWS-Fli block,DENV2 CPE,LGR2 antag
Cc1ccc(-n2c(SCc3cc(=O)n4ccsc4n3)nnc2-c2cccnc2)c(C)c1,.,.,6,1,-6,1,-4
Cc1ccc(S(=O)(=O)c2nnn3c2nc(N2CCC(C(N)=O)CC2)c2ccccc23)cc1,2,8,10,0,-39,2,26

Continuation:
SMILES | PAX8 inh HTS | Casp6 inh | ARNT-TACC3 inh | SIRT5 block | EWS-Fli block | DENV2 CPE | LGR2 antag
Cc1cccc(OCC(=O)N(Cc2ccccc2)c2c(N)n(Cc3ccccc3)c(=O)[nH]c2=O)c1 | 0 | 2 | 15 | -2 | 7 | -1 | 38
O=C(Nc1cc(F)ccc1F)N[C@H]1CC[C@H](CCNC(=O)c2cnccn2)O[C@@H]1CO | 6 | -1 | -7 | 1 | 2 | -9 | 11
CC(=O)N(C)C[C@@H]1Oc2cc(C#Cc3ccccc3F)ccc2S(=O)(=O)N([C@@H](C)CO)C[C@@H]1C | . | 1 | 11 | 3 | 6 | 19 | 5
COc1ccc2c3c([nH]c2c1)[C@@H](CO)N(C(=O)C1CCOCC1)CC31CN(C)C1 | . | . | . | . | 4 | 90* | 5
Cc1ccc(S(=O)(=O)N(C)C[C@H]2Oc3c(NC(=O)C4CC4)cccc3C(=O)N([C@@H](C)CO)C[C@H]2C)cc1 | 12 | -1 | -7 | -4 | 15 | -1 | 4
COc1cc(NC(=O)Nc2cccc3cccnc23)cc(OC)c1OC | 8 | 4 | 2 | 6 | -38 | -2 | 5
CCOC(=O)c1cc(C#N)c(C)nc1N(CC)CC | -29 | 0 | -5 | -4 | 6 | 2 | -1
COc1cccc(NC(=O)CN(C)C(=O)c2sc3cc(Cl)ccc3c2Cl)c1 | -14 | -5 | -4 | -1 | 1 | -2 | -19
Cc1ccc(S(=O)(=O)N[C@@H]2CC[C@H](CCNC(=O)CN3CCOCC3)O[C@@H]2CO)cc1 | -1 | 1 | -15 | -4 | 6 | 2 | 6
Cn1ccs/c1=N\C(=O)Nc1ccccc1 | -135 | 2 | 26 | 1 | -94 | -3 | -13
COc1ccccc1CNS(=O)(=O)c1ccc(Br)s1 | 17 | . | 5 | . | -25 | . | .
C[C@H](CO)N1C[C@H](C)[C@H](CN(C)C(=O)Cc2ccccn2)Oc2cc(C#Cc3ccccc3)ccc2S1(=O)=O | . | 2 | -4 | 3 | -4 | ? | 3
CCN1CCN(C(=O)CN(CC)S(=O)(=O)c2ccc3ccccc3c2)CC1 | 12 | 0 | -7 | 23* | 3 | -4 | 1
O=C(C[C@H]1CC[C@H]2[C@@H](COC[C@H](O)CN2S(=O)(=O)c2cccc(Cl)c2)O1)Nc1ccc(-c2ccccc2)cc1 | 57 | -1 | 11 | 12 | -8 | -22 | 6
O=C(Nc1ccccc1)N[C@H]1CC[C@@H](CCNS(=O)(=O)c2cccc(F)c2)O[C@H]1CO | 6 | -1 | -2 | -4 | -2 | -2 | 12
O=C(C[C@@H]1CC[C@H]2[C@@H](COC[C@H](O)CN2Cc2cc(F)ccc2F)O1)NCc1ccc(Oc2ccccc2)cc1 | . | 1 | -1 | 8 | . | 13 | 4
CC1=C(SCc2ccccc2)C(=O)c2ccccc2C1=O | 64* | 64* | 24* | 3 | 39 | 2 | 27
COc1cc(C2=CCN(C(C)=O)CC2)ccc1OC(C)=O | 3 | . | -2 | . | 27 | . | 10
COc1ccc(/C=N/NC(=O)CC(=O)NC2CCCCC2)cc1 | 4 | 1 | -1 | 4 | 0 | -9 | 6
Cc1ccc(C2(C)NC(=O)N(CC(=O)Nc3cc(C)on3)C2=O)cc1 (stereo not given) | . | -7 | -10 | 0 | 8 | -3 | 9
Cc1cc(C)nc(SCc2ccc(C(=O)N/N=C3\CCCC(=O)C3)cc2)n1 | 13 | 2 | -2 | 0 | -1 | -8 | -4
CCC(=O)N1C[C@@H](C)[C@H](OC)CN(C)C(=O)c2cc(NC(=O)Nc3ccc(Cl)cc3)ccc2OC[C@@H]1C | . | . | -2 | 1 | 9 | -2 | -4
CCC1(c2ccccc2)NC(=O)N(CC(=O)N(C)CC(=O)Nc2ccc(F)c(F)c2F)C1=O (stereo not given) | 20 | -3 | -2 | -3 | 3 | ? | -9
O=C(C1CCCC1)N1CCCCN2[C@@H](CO)[C@@H](c3ccc(-c4ccncc4)cc3)[C@@H]2C1 | -16 | -2 | -5 | -2 | -3 | 3 | .
COc1cccc(NC(=O)CN2C(=O)NC(C)(c3ccc(C)cc3)C2=O)c1 (stereo not given) | 16 | 0 | -31 | 2 | 8 | 5 | -19
Further results
SMILES | PAX8 inh HTS | Casp6 inh | ARNT-TACC3 inh | SIRT5 block | EWS-Fli block | DENV2 CPE | LGR2 antag
CN(C)/C=C(\C#N)C(=O)N/N=C(\CC(=O)C(F)(F)F)c1ccco1 | -10 | . | -30 | 0 | 12 | -1 | 15
O=C(Nc1cccc(C(=O)N2CCCc3ccccc32)c1)c1ccccc1 | 0 | 1 | -3 | -4 | 44 | 0 | 22
O=C(NCc1ccco1)c1nn2cccnc2c1Cl | -4 | 2 | -1 | 12 | -4 | -6 | 21
O=C1C(Cl)=C(NCc2cccnc2)C(=O)c2ccccc21 | -15 | 87* | 23 | -7 | 58* | 13 | 5
O=C1C=C(c2cccc(Cl)c2)C[C@@H](c2ccc(Cl)cc2)C1 | 6 | 1 | -3 | -6 | 0 | 0 | .
COc1ccc(Nc2c(-c3cc4ccccc4o3)nc3nc(C)cc(C)n23)cc1 | -44 | 0 | . | . | -56 | -9 | -112
COc1ccc(C(=O)NNc2cc(C)nc(NNC(=O)c3ccc(OC)cc3)n2)cc1 | 5 | 2 | -5 | -5 | -1 | 2 | 13
O=C(c1ccc(N2CCOCC2)c([N+](=O)[O-])c1)N1CCN(Cc2ccccc2)CC1 | 15 | 1 | 4 | -2 | -3 | -8 | -2
CO[C@H]1CN(C)C(=O)c2ccc(NC(=O)NC(C)C)cc2OC[C@H](C)N(Cc2ccccn2)C[C@H]1C | -4 | 2 | 1 | -3 | -6 | 5 | 2
O=C(NCCCn1ccnc1)c1nc(Cn2cc(Br)cn2)no1 | -12 | -13 | 0 | -8 | . | 9 | -16

Rewritten in markdown: entries from further up.
| Structure | PAX8 inh HTS | Casp6 inh | ARNT-TACC3 inh | SIRT5 block | EWS-Fli block | DENV2 CPE | LGR2 antag |
| --- | --- | --- | --- | --- | --- | --- | --- |
| O=C(Nc1cccc(C(=O)N2CCCc3ccccc32)c1)c1ccccc1 | 0 | 1 | -3 | -4 | 44 | 0 | 22 |
| O=C(NCc1ccco1)c1nn2cccnc2c1Cl | -4 | 2 | -1 | 12 | -4 | -6 | 21 |
| O=C1C(Cl)=C(NCc2cccnc2)C(=O)c2ccccc21 | -15 | 87* | 23 | -7 | 58* | 13 | 5 |
| O=C1C=C(c2cccc(Cl)c2)C[C@@H](c2ccc(Cl)cc2)C1 | 6 | 1 | -3 | -6 | 0 | 0 | . |
| COc1ccc(Nc2c(-c3cc4ccccc4o3)nc3nc(C)cc(C)n23)cc1 | -44 | 0 | . | . | -56 | -9 | -112 |
| COc1ccc(C(=O)NNc2cc(C)nc(NNC(=O)c3ccc(OC)cc3)n2)cc1 | 5 | 2 | -5 | -5 | -1 | 2 | 13 |
| O=C(c1ccc(N2CCOCC2)c([N+](=O)[O-])c1)N1CCN(Cc2ccccc2)CC1 | 15 | 1 | 4 | -2 | -3 | -8 | -2 |
| CO[C@H]1CN(C)C(=O)c2ccc(NC(=O)NC(C)C)cc2OC[C@H](C)N(Cc2ccccn2)C[C@H]1C | -4 | 2 | 1 | -3 | -6 | 5 | 2 |
| O=C(NCCCn1ccnc1)c1nc(Cn2cc(Br)cn2)no1 | -12 | -13 | 0 | -8 | . | 9 | -16 |

High-throughput results: PubChem BioAssay, Broad Institute
